Source: PubChem
HT1080 viability: cytotoxicity in HT1080 fibrosarcoma cells, cell-based, fluorescence readout (AID 620). cytotoxicity, % at 10 µM, or EC50 in µM where a hit was titrated. HT1080 viability, fluorescence; higher % means a stronger effect. 0.42% of 87,000 active;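 also: cells exposed to compound overnight then 4 h with Alamar Blue; 0% = vehicle DMSO and 100% = killing control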
PMK inhibit: S. pneumoniae PMK inhibitors, primary screen, biochemical, mevalonate pathway, pilot trial included; phosphomevalonate kinase (Streptococcus pneumoniae D39); purified PMK, PK/LDH-coupled NADH absorbance 340 nm; inhibition, % at 10 µM; 0.49% of 65,000 active;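 active = top-ranked compounds by inhibition in the single 10 µM screen, taking a fixed number of the strongest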;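 also: 0% = full reaction with DMSO carrier and 100% = background rate without enzyme reaction; no value below 0 was filed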
Bfl-1 inhibitors: Bfl-1 inhibitors, primary screen, biochemical, fluorescence polarization, FITC-Bid, mouse (AID 432) | FITC-Bid BH3 peptide fluorescence polarization displacement; higher % means a stronger effect | Bcl-2-related protein A1 (Mus musculus) | 0.02% of 64,000 active | one-dose displacement, % at 20 µM; IC50 in µM for titrated hits; in the data active = a potency from the dose series; inactive = the rest, 99 in 100 with displacement below about 15%; also: strong numbers were not always called active
LYP inhibition: LYP phosphatase inhibitors, primary screen, biochemical, DiFMUP fluorescence, recombinant catalytic domain, 10 µM (AID 606). Tyrosine-protein phosphatase non-receptor type 22 (Homo sapiens). recombinant LYP catalytic domain, DiFMUP fluorescence; higher % means a stronger effect. inhibition, % at 10 µM, or IC50 in µM where a hit was titrated. 52,000 tested, under 10 active;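 active = IC50 under 40 µM in the dose-response test; inactive = IC50 of 40 µM or more, or never dose-tested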
DPM-DC inhibit: S. pneumoniae DPM-DC inhibitors, primary screen, biochemical, PK/LDH-coupled NADH fluorescence. purified DPM-DC. 0.49% of 65,000 active. calls only at 10 µM. AID 556, 2006;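 active = the 320 compounds with the highest percent inhibition in the single-dose primary screen, excluding strongly autofluorescent ones, cut at about 32% in these data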;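 also: kinetic rate of NADH fluorescence loss reporting ADP formed by the decarboxylase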
HPDE-C7 cytotoxicity: cytotoxicity in HPDE-C7 cells, cell-based, fluorescence, HTS (AID 430). HPDE-C7 pancreatic duct cells viability, fluorescence; higher % means a stronger effect. cytotoxicity, % at 10 µM; hits with a dose series show EC50 in µM. 1.8% of 63,000 active;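 also: cells exposed to compound for 48 hours before viability readout; 0% = vehicle and 100% = reference cytotoxic drug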
KRASV12 cytotoxicity: cytotoxicity in KRAS-transformed pancreatic duct cells, primary screen, cell-based, fluorescence, HTS (AID 431) | HPDE-C7K KRASV12 cells, Alamar Blue viability, 48 h; higher % means a stronger effect | cytotoxicity, % at 10 µM, or EC50 in µM where a hit was titrated | 1.7% of 63,000 active;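 active = compounds whose percent cytotoxicity in the single-dose primary screen, scaled between solvent and toxic-drug controls, exceeds 50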;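 also: 0% = DMSO solvent wells and 100% = doxorubicin-treated wells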
MK inhibit: S. pneumoniae MK inhibitors, primary screen, biochemical, PK/LDH-coupled NADH absorbance; purified MK, PK/LDH-coupled NADH absorbance 340 nm; inhibition, % at 10 µM; 0.48% of 65,000 active;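 active = ranked among the strongest by inhibition in the single 10 µM screen, a fixed top-ranked set picked for dose follow-up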; also: no value below 0 was filed
TNAP inhibition: human TNAP enzyme inhibitors, biochemical, luminescent (AID 518). Alkaline phosphatase, tissue-nonspecific isozyme (Homo sapiens). purified TNAP enzyme, luminescent substrate readout; higher % means a stronger effect. one-dose inhibition, % at 20 µM; IC50 in µM for titrated hits. 0.09% of 64,000 active; in the data active = a potency from the dose series; inactive = the rest, 99 in 100 with inhibition below about 22%;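 also: plate controls were vehicle for no effect and reference inhibitor for full effect; many of its hits are not listed in these tables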
PMK inhibit pilot replicates: also measured in PMK inhibit; calls as there; inhibition, %; measured here: pilot screen replicates
MK inhibit pilot replicates: recorded beside MK inhibit, whose call it bears; inhibition, %; measured here: pilot screen replicates
DPM-DC inhibit pilot screen %: second read-out of DPM-DC inhibit, no call of its own (marks repeat the call); inhibition, %; measured here: pilot screen trials
Active calls of the source: *. Rule as the data show it, unless noted: active = cytotoxicity above about 50%; inactive = the rest.

Sample of the layout, 2 compounds:
For CCC1C(=O)n2nc(-c3ccccc3)cc2N=C1C (stereo unspecified) the results were HT1080 viability -8%, PMK inhibit 15, Bfl-1 inhibitors -9%, DPM-DC inhibit inactive, HPDE-C7 cytotoxicity -4%, KRASV12 cytotoxicity -4%, MK inhibit 3, TNAP inhibition 11%, PMK inhibit pilot replicates 0.0, MK inhibit pilot replicates 1.0 and DPM-DC inhibit pilot screen % 14.
Screening O=C(CC(Cc1ccccc1)C(=O)O)NCCc1ccc2c(c1)OCO2 (stereo unspecified) returned HT1080 viability 7%, PMK inhibit 11, Bfl-1 inhibitors -3%, LYP inhibition 3%, DPM-DC inhibit inactive, HPDE-C7 cytotoxicity -10%, KRASV12 cytotoxicity -6%, MK inhibit 3, TNAP inhibition 6%, PMK inhibit pilot replicates 4.5, MK inhibit pilot replicates 2.0 and DPM-DC inhibit pilot screen % 0.5.

The list itself (from the top)
For CCC1C(=O)n2nc(-c3ccccc3)cc2N=C1C (stereo unspecified) the results were HT1080 viability -8%, PMK inhibit 15, Bfl-1 inhibitors -9%, DPM-DC inhibit inactive, HPDE-C7 cytotoxicity -4%, KRASV12 cytotoxicity -4%, MK inhibit 3, TNAP inhibition 11%, PMK inhibit pilot replicates 0.0, MK inhibit pilot replicates 1.0 and DPM-DC inhibit pilot screen % 14.
Screening O=C(CC(Cc1ccccc1)C(=O)O)NCCc1ccc2c(c1)OCO2 (stereo unspecified) returned HT1080 viability 7%, PMK inhibit 11, Bfl-1 inhibitors -3%, LYP inhibition 3%, DPM-DC inhibit inactive, HPDE-C7 cytotoxicity -10%, KRASV12 cytotoxicity -6%, MK inhibit 3, TNAP inhibition 6%, PMK inhibit pilot replicates 4.5, MK inhibit pilot replicates 2.0 and DPM-DC inhibit pilot screen % 0.5.
Cc1cc(C)n(-c2ccn(Cc3ccc(Cl)cc3Cl)c(=O)n2)n1 was read as HT1080 viability -11%, PMK inhibit 15, Bfl-1 inhibitors -2%, LYP inhibition 9%, DPM-DC inhibit inactive, HPDE-C7 cytotoxicity -20%, KRASV12 cytotoxicity -4%, MK inhibit 14 and TNAP inhibition 20%.
For CCCCc1ccc(NC(=O)c2c(C)noc2C)cc1 the results were HT1080 viability 3%, PMK inhibit 7, Bfl-1 inhibitors -1%, DPM-DC inhibit inactive, HPDE-C7 cytotoxicity -4%, KRASV12 cytotoxicity -2%, MK inhibit 5, TNAP inhibition 3%, PMK inhibit pilot replicates 1.5, MK inhibit pilot replicates 0.0 and DPM-DC inhibit pilot screen % 0.0.
For COc1cc(C(=O)Nc2ccc(S(=O)(=O)Nc3cc(C)on3)cc2)cc(OC)c1OC the results were HT1080 viability -2%, PMK inhibit 5, Bfl-1 inhibitors 1%, DPM-DC inhibit inactive, MK inhibit 3 and TNAP inhibition 12%.
Screening COc1ccc(-c2cc(CCCC(=O)NCCc3ccc(OC)cc3OC)no2)cc1 returned HT1080 viability 10%, PMK inhibit 14, Bfl-1 inhibitors -5%, LYP inhibition 10%, DPM-DC inhibit inactive, HPDE-C7 cytotoxicity -8%, KRASV12 cytotoxicity 12%, MK inhibit 4 and TNAP inhibition 12%.
`CN(C(=O)C12CC3CC(CC(C3)C1)C2)C1(C)CCS(=O)(=O)C1` (stereo unspecified) gave HT1080 viability 2%, PMK inhibit 6, Bfl-1 inhibitors 4%, LYP inhibition 10%, DPM-DC inhibit inactive, HPDE-C7 cytotoxicity 7%, KRASV12 cytotoxicity 19%, MK inhibit 11 and TNAP inhibition 10%.
For O=C(Nc1nc(-c2nc3ccccc3s2)cs1)c1ccc(S(=O)(=O)N2CCOCC2)cc1 the results were HT1080 viability -6%, PMK inhibit 8, Bfl-1 inhibitors -4%, LYP inhibition 17%, DPM-DC inhibit inactive, HPDE-C7 cytotoxicity 14%, KRASV12 cytotoxicity 10%, MK inhibit 2 and TNAP inhibition 6%.
`CC(C)(/C=N/O)/[N+]([O-])=C/C=[N+](\[O-])C(C)(C)/C=N/O` gave HT1080 viability 9%, PMK inhibit 4, Bfl-1 inhibitors -6%, LYP inhibition 9%, DPM-DC inhibit inactive, HPDE-C7 cytotoxicity 3%, KRASV12 cytotoxicity 9%, MK inhibit 9 and TNAP inhibition 10%.
`Cc1[nH]nc2c1C1(CCOCC1)C(C#N)=C(N)O2` gave HT1080 viability 7%, PMK inhibit 12, Bfl-1 inhibitors 2%, LYP inhibition 17%, DPM-DC inhibit inactive, HPDE-C7 cytotoxicity 7%, KRASV12 cytotoxicity 5%, MK inhibit 8 and TNAP inhibition 10%.
O=C(NCC1CCNCC1)c1ccncc1 was read as HT1080 viability 8%, PMK inhibit 2, Bfl-1 inhibitors -6%, LYP inhibition 13%, DPM-DC inhibit inactive, HPDE-C7 cytotoxicity 9%, KRASV12 cytotoxicity 5%, MK inhibit 1 and TNAP inhibition 5%.
COC(=O)c1ccc2c(c1)S(=O)(=O)NC(=NCc1ccco1)S2 was read as HT1080 viability -7%, PMK inhibit 7, Bfl-1 inhibitors -4%, DPM-DC inhibit inactive, HPDE-C7 cytotoxicity -7%, KRASV12 cytotoxicity 3%, MK inhibit 0 and TNAP inhibition 9%.

Retrieved by structure from the list above (2):
For COc1cc(C(=O)Nc2ccc(S(=O)(=O)Nc3cc(C)on3)cc2)cc(OC)c1OC the results were HT1080 viability -2%, PMK inhibit 5, Bfl-1 inhibitors 1%, DPM-DC inhibit inactive, MK inhibit 3 and TNAP inhibition 12%.
For O=C(Nc1nc(-c2nc3ccccc3s2)cs1)c1ccc(S(=O)(=O)N2CCOCC2)cc1 the results were HT1080 viability -6%, PMK inhibit 8, Bfl-1 inhibitors -4%, LYP inhibition 17%, DPM-DC inhibit inactive, HPDE-C7 cytotoxicity 14%, KRASV12 cytotoxicity 10%, MK inhibit 2 and TNAP inhibition 6%.

The list continues:
CNC(=O)NC1CCCc2ccccc21 (stereo unspecified) was read as HT1080 viability 10%, PMK inhibit 1, Bfl-1 inhibitors 3%, DPM-DC inhibit inactive, HPDE-C7 cytotoxicity 4%, KRASV12 cytotoxicity 0%, MK inhibit 5 and TNAP inhibition 12%.
For Cc1ccc2c(=O)c(CN(C)C3CCN(C)CC3)c(C)[nH]c2c1C the results were HT1080 viability 2%, PMK inhibit 5, Bfl-1 inhibitors -7%, LYP inhibition 3%, DPM-DC inhibit inactive, HPDE-C7 cytotoxicity -4%, KRASV12 cytotoxicity -12%, MK inhibit 2 and TNAP inhibition 6%.
`CC(C)CC(NC(=O)C1CCC(C)CC1)C(=O)N1CCN(c2ccccn2)CC1` (stereo unspecified) gave HT1080 viability -8%, PMK inhibit 10, Bfl-1 inhibitors -9%, LYP inhibition 2%, DPM-DC inhibit inactive, HPDE-C7 cytotoxicity -6%, KRASV12 cytotoxicity -2%, MK inhibit 8 and TNAP inhibition 9%.
`CC(C)CN1C(=O)NC(NC(=O)c2ccco2)(C(F)(F)F)C1=O` (stereo unspecified) gave HT1080 viability -3%, PMK inhibit 7, Bfl-1 inhibitors -7%, LYP inhibition 3%, DPM-DC inhibit inactive, HPDE-C7 cytotoxicity 10%, KRASV12 cytotoxicity -6%, MK inhibit 9 and TNAP inhibition -9%.
`C=CCN1C(=O)C(O)(CC(=O)c2c(C)n[nH]c2C)c2cc(Br)ccc21` (stereo unspecified) gave HT1080 viability 2%, PMK inhibit 3, Bfl-1 inhibitors -3%, LYP inhibition 5%, DPM-DC inhibit inactive, HPDE-C7 cytotoxicity -7%, KRASV12 cytotoxicity -15%, MK inhibit 4 and TNAP inhibition 10%.
Cc1cc(Cl)c(S(=O)(=O)Nc2ccc3c(c2)OCCO3)cc1OCC(N)=O was read as HT1080 viability 3%, PMK inhibit 0, Bfl-1 inhibitors 2%, LYP inhibition -1%, DPM-DC inhibit inactive, HPDE-C7 cytotoxicity -10%, KRASV12 cytotoxicity 2%, MK inhibit 9, TNAP inhibition 12%, PMK inhibit pilot replicates 6.0, MK inhibit pilot replicates 2.5 and DPM-DC inhibit pilot screen % 2.5.
`O=C(CN1C2CCCC1CC(NC(=O)c1ccco1)C2)Nc1ccccc1C(F)(F)F` (stereo unspecified) gave HT1080 viability 5%, PMK inhibit 16, Bfl-1 inhibitors 0%, LYP inhibition -2%, DPM-DC inhibit inactive, HPDE-C7 cytotoxicity -8%, KRASV12 cytotoxicity -9%, MK inhibit 5 and TNAP inhibition 14%.
Screening CC(=O)NCCc1ccc(S(=O)(=O)Nc2cccnc2)cc1 returned HT1080 viability 4%, PMK inhibit 6, Bfl-1 inhibitors -1%, LYP inhibition 8%, DPM-DC inhibit inactive, HPDE-C7 cytotoxicity -2%, KRASV12 cytotoxicity -8%, MK inhibit 1 and TNAP inhibition 12%.
Screening COC(=O)c1ccccc1NC(=O)CSc1nc2ccccc2c(=O)[nH]1 returned HT1080 viability 1%, PMK inhibit 0, Bfl-1 inhibitors 2%, LYP inhibition 3%, DPM-DC inhibit inactive, HPDE-C7 cytotoxicity 10%, KRASV12 cytotoxicity 21%, MK inhibit 1 and TNAP inhibition 7%.
COc1ccc(Cl)cc1NC(=O)c1c(-c2ccccc2)noc1C was read as HT1080 viability 4%, PMK inhibit 0, Bfl-1 inhibitors 2%, LYP inhibition 3%, DPM-DC inhibit inactive, HPDE-C7 cytotoxicity -4%, KRASV12 cytotoxicity -25%, MK inhibit 0 and TNAP inhibition 16%.
Screening Cc1ccc(-c2noc(C3CCCN(C(=O)c4ccccc4)C3)n2)o1 (stereo unspecified) returned HT1080 viability 6%, PMK inhibit 6, Bfl-1 inhibitors -1%, LYP inhibition 4%, DPM-DC inhibit inactive, HPDE-C7 cytotoxicity 4%, KRASV12 cytotoxicity 14%, MK inhibit 7, TNAP inhibition 13%, PMK inhibit pilot replicates 3.5, MK inhibit pilot replicates 0.5 and DPM-DC inhibit pilot screen % 2.0.
CC1=C(C(=O)NC2CCCC(C)C2C)C2(CCCCC2)OC1=O (stereo unspecified) was read as HT1080 viability 5%, PMK inhibit 2, Bfl-1 inhibitors -3%, LYP inhibition 2%, DPM-DC inhibit inactive, HPDE-C7 cytotoxicity 0%, KRASV12 cytotoxicity -2%, MK inhibit 10, TNAP inhibition 18%, PMK inhibit pilot replicates 0.0, MK inhibit pilot replicates 0.0 and DPM-DC inhibit pilot screen % 0.0.
`CCOC(=O)C1CCN(C(=O)Nc2ccc3c(c2)nc(C)n3C)CC1` gave HT1080 viability 7%, PMK inhibit 5, Bfl-1 inhibitors 3%, LYP inhibition 5%, DPM-DC inhibit inactive, HPDE-C7 cytotoxicity -4%, KRASV12 cytotoxicity -7%, MK inhibit 12 and TNAP inhibition 11%.
Screening CCn1cc(C(=O)NCc2ccccc2OC)c(=O)c2cc(S(=O)(=O)N(C)C)ccc21 returned HT1080 viability 5%, PMK inhibit 6, Bfl-1 inhibitors -5%, LYP inhibition -12%, DPM-DC inhibit inactive, HPDE-C7 cytotoxicity 1%, KRASV12 cytotoxicity 11%, MK inhibit 4, TNAP inhibition 9%, PMK inhibit pilot replicates 3.0, MK inhibit pilot replicates 4.0 and DPM-DC inhibit pilot screen % 1.5.
